Screening data as filed in PubChem.
TAG inh: reduces triacylglycerol accumulation in H9c2 cells; Nile Red lipid (TAG) fluorescence; cells loaded with 200 µM oleic acid; AID 651582; 230,000 tested, 0.66% active; inhibition, % at 12.5 µM;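 active means pattern-corrected inhibition of lipid staining of at least 50% with the nuclear-stain viability signal not falling by more than 50%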;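 further: 0% = DMSO wells and 100% = triacsin C control wells; some results filed as inactive read as strong as hits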
TAG inh DAPI viability: recorded beside TAG inh, whose call it bears; DAPI nuclei signal change (viability), lower = more cytotoxic, %;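 whole-well DAPI fluorescence read on a plate reader as a viability signal; minus 50 percent equals half of cells still viable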
* hit, by the source's call.

Values run as follows: TAG inh DAPI viability	TAG inh
> CC(C(=O)OCC(=O)Nc1cccc(S(=O)(=O)N(C)C)c1)N1C(=O)c2ccccc2C1=O (configuration not stated)
  8	-5
> O=C(CC1Nc2ccccc2NC1=O)NCC1COc2ccccc2O1 (configuration not stated)
  6	5
> COc1ccc(NC(=O)OCCN2CCN(Cc3ccccc3)CCC2=O)cc1
  -3	-7
> Clc1ccc(OCCSc2ncccn2)cc1
  8	-1
> CN(CC(=O)NCc1ccncc1)S(=O)(=O)c1ccc(Cl)cc1
  14	-5
> C/C(=N\Nc1cccc(Cl)c1)c1ccncc1
  -13	15
> Cn1ccc(=S)c2ccccc21
  -16	10
> CCN(C(=O)COC(=O)/C(=C/c1ccccc1)NC(C)=O)c1c(N)n(Cc2ccccc2)c(=O)[nH]c1=O
  0	0
> CC12CCC(=O)N1C(C(=O)Nc1cc(Cl)ccc1N1CCCC1)CS2 (configuration not stated)
  -4	-3
> O=C1CC(=O)Nc2cc(S(=O)(=O)N3CCN(c4cccc(C(F)(F)F)c4)CC3)ccc2N1
  6	-12
> COc1ccccc1-n1cc(C(=O)N2CCCC(CO)(Cc3ccccc3C)C2)cn1 (configuration not stated)
  -4	9
> C/C(=N/NC(=O)CSc1nc2ccccc2n1C)c1ccco1
  8	-12
> O=C(CN1/C(=C(/O)c2ccccc2)C(=O)c2ccccc2S1(=O)=O)c1ccccc1
  -14	13
> CCOc1ccc2c(c1)C(c1ccccc1)=NNC(c1ccccc1)=N2
  -5	-4
> CCn1cc(C(=O)O)c(=O)c2cc(F)c(N3CCN(C(=S)NC(=O)c4cccc(F)c4)CC3)cc21
  5	-6
> O=C(COC(=O)C12CC3CC(CC(C3)C1)C2)NCc1ccccc1
  2	1
> COc1ccccc1NC(=O)Nc1nnc(CC(=O)Nc2cccc(C)c2)s1
  3	2
> Cc1c(Nc2ccc(C=O)cc2)c(=O)n(-c2ccccc2)n1C
  -9	9
> O=C(CN1CCCC1)NC(=O)NC1CCCC1
  -3	0
> CCN1C(=O)c2cccc3c(NC(=O)c4ccc(OC)c(OC)c4)ccc1c23
  -3	4
> COc1ccc(C(C(=O)NC2CCCC2)N(Cc2cccs2)C(=O)c2ccn[nH]2)cc1OC (configuration not stated)
  -14	-5
> CCCCC(=O)N=c1sc2cc([N+](=O)[O-])ccc2n1C
  -10	14
> CC1(c2ccc3c(c2)OCCCO3)NC(=O)N(CC(=O)Nc2cccc(C#N)c2)C1=O (configuration not stated)
  -4	8
> O=C(CCn1c(=O)c2ccccc2n(Cc2ccccc2)c1=O)NC1CCN(Cc2ccccc2)CC1
  10	4
> CC1(C)Cc2c(C#N)c(N)sc(=S)c2CS1
  -14	17
> CCOc1ccc(NC(=NCc2ccc3c(c2)OCO3)SC2CC(=O)N(c3ccccc3)C2=O)cc1 (configuration not stated)
  -6	0
> NC(=S)Nc1ccc(C(F)(F)F)cc1Cl
  2	0
> Cc1cccc(C)c1NC(=O)CN(C)C(=O)CCC(=O)N1CCOCC1
  -12	21
> NS(=O)(=O)c1ccc(NC(=S)NC(=O)C2CCCC2)cc1
  2	27
> COc1ccc(C)cc1NC(=O)Nc1ccccc1
  -3	21
> O=C(Nc1ccccc1)c1ccc(C(=O)Nc2ccccc2)nc1
  12	7
> COc1ccc(C2(c3ccc(OC)cc3)NC(=O)N(CC(=O)NC3(C#N)CCCC3)C2=O)cc1
  3	12
> CN(CC(=O)Nc1ccccc1Cl)C(=O)COC(=O)c1ccc(-c2ccc(O)cc2)cc1
  1	7
> COc1ccccc1N(C)S(=O)(=O)c1ccc(C(=O)OCC(=O)NCc2cccs2)cc1
  -13	11
> COc1ccc(Oc2cccc(Cl)c2CNC(=O)CCCC(=O)O)cc1
  2	0
> CCCn1c(N)c(C(=O)CSc2nnc(C3CC3)n2C2CC2)c(=O)[nH]c1=O
  -1	-3
> Cc1ccc(SCC(=O)OCC(=O)N(C)CC(=O)Nc2ccc(F)cc2)cc1
  10	0
> COc1cccc(NC(=O)CSc2ncc(S(=O)(=O)c3ccccc3)c(=O)[nH]2)c1
  -15	13
> CC(C)CCN1CCC(N)=NC1=O
  1	1
> CC(Sc1nnc(C(F)(F)F)n1C)C(=O)Nc1ccc(N2CCOCC2)cc1 (configuration not stated)
  2	-5
> COc1ccc2c(c1)C=C(CN1CCN(Cc3ccccc3C)C(CCO)C1)CO2 (configuration not stated)
  2	-8
> NCC(=O)CCC(=O)O
  2	-13
> O=C(CSCc1ccccc1Cl)NCCSc1ccccn1
  -6	5
> COc1cc(OC)cc(C(=O)N[C@H](C(=O)OCC(=O)Nc2cccnc2Cl)C(C)C)c1
  -3	-7
> CC1Cc2ccccc2N1CC(=O)Nc1ccc(S(N)(=O)=O)cc1 (configuration not stated)
  -10	14
> Cc1ccc(S(=O)(=O)Nc2ccc3c(c2)C(=O)N([C@H](C)CO)C[C@@H](C)[C@@H](CN(C)C(=O)Nc2cccc4ccccc24)O3)cc1
  1	2
> O=C(c1ccco1)n1nc(-c2ccccc2)nc1SCc1ccccc1
  -4	10
> O=C(Nc1cccc(OC(F)(F)F)c1)c1ccc(Br)o1
  -13	44
> O=C1NC(=Nc2ccccc2)CS1
  3	-1
> CCOc1cc(CN2CCCC(N3CCc4ccccc4C3)C2)ccc1O (configuration not stated)
  3	-1
> Cc1nnc(SCC(=O)N2CCC(C(=O)Nc3nccs3)CC2)n1Cc1ccccc1
  -6	9
> Cc1ccc(S(=O)(=O)N2C[C@H]3C(=O)C[C@@H](c4ccccc4)N(S(=O)(=O)c4ccc(C)cc4)[C@H]3C[C@H]2c2cccc(Cl)c2)cc1
  5	27
> O=C(COC(=O)c1ccc(Br)o1)NCCCc1ccccc1
  15	-14
> CN1C(=CC=C2C=C(I)C(=O)C(I)=C2)C(C)(C)c2ccccc21
  -13	-26
> COC(=O)Cc1nnc(Nc2cccc(C)c2)c2ccccc12
  0	-3
> COc1ccc2c3c(ccc2c1)C(=O)/C(=C/O)CC3
  8	-8
> CSc1nnc(-c2sc3cc(C(F)(F)F)cnc3c2-c2ccccn2)n1C
  2	7
> O=S(=O)(NCc1ccccc1)c1ccc(Br)s1
  -8	-6
> CN(C)NC(=O)c1ccsc1NC(=O)c1ccc(S(=O)(=O)N2CCCC2)cc1
  1	9
> CN(CC(=O)O)S(=O)(=O)/C=C/c1ccccc1
  14	-10

Additional results follow.
Values run as follows: TAG inh DAPI viability	TAG inh
> N#CC1=C(S)N(c2ccccc2)C(c2ccco2)NC1=O (configuration not stated)
  -5	16
> S=c1[nH]nc(Nc2cccc(Cl)c2)s1
  14	-11
> Cc1cc2nc(N3CCN(C(=O)c4cccs4)CC3)sc2cc1C
  13	-12
> COc1cc(Cl)ccc1OCc1cc(C(=O)N2CCCC(OC)C2)no1 (configuration not stated)
  0	8
> COc1cc2ccc(C=O)cc2cc1OC
  10	6
> COc1cc(OC)c2ccc(=O)oc2c1C(CCN1CCCCC1)c1ccc(N(C)C)cc1 (configuration not stated)
  5	17
> COC(=O)c1cc(S(=O)(=O)N2CCN(c3cccc(C)c3C)CC2)c[nH]1
  2	-16
> CCC(=O)Nc1cc(C)c(NC(=O)CCc2ccccc2)cn1
  -14	1
> Cc1ccc(NC(=S)NNc2ncc(C(F)(F)F)cc2Cl)c(C)c1
  -2	-5
> Cc1cc(NC(=O)CS(=O)(=O)c2cn(Cc3cccc(F)c3)c3ccccc23)no1
  -9	2
> CCC(SCC(=O)OC)C(=O)Nc1nnc(C(C)C)s1 (configuration not stated)
  -2	-3
> CCCN(CC(=O)Nc1ccccc1OC)C(=O)CN1C(=O)NC2(CCCCC2)C1=O
  2	-23
> CC(C)Oc1ccc(N2CC(C(=O)Nc3ccc4c(c3)OCO4)CC2=O)cc1 (configuration not stated)
  -21	0
> Cc1nn(-c2ccccc2)c(C)c1/C=N/NC(=O)c1ccc(F)cc1
  -3	8
> COc1ccc(C)cc1S(=O)(=O)NCC(c1ccco1)N1CCc2ccccc2C1 (configuration not stated)
  2	-12
> FC(F)(F)c1cccc(NC(=S)Nc2cccc(NC(=S)Nc3cccc(C(F)(F)F)c3)n2)c1
  10	-8
> COc1ccc(C)cc1-n1[nH]nnc1=S
  12	-11
> Cc1cc(CNC(=O)C2CCC(=O)N(CCc3cccc(F)c3)C2)nn1C (configuration not stated)
  17	1
> O=C1CC(N2CCSCC2)C(=O)N1c1ccc(Br)cc1 (configuration not stated)
  -1	10
> Cn1cc(/C=N/NC(N)=S)c2ccccc21
  7	-13
> CC(C)(C)C(=O)Nc1ccc(NC(=O)C(C)(C)C)cc1
  8	-15
> Cn1c(CCN2CCCCC2)nc2cc(NC(=O)NC3CCCCC3)ccc21
  2	2
> N=c1c(C(=O)NCc2ccccc2)cc2c(=O)n3ccccc3nc2n1CCCN1CCOCC1
  115	36
> Cc1ccc(S(=O)(=O)NCc2ccccc2)cc1C(=O)N(C)Cc1ccc(F)cc1
  -8	-8
> COc1cc(/C=N/NC(=O)CC2C(=O)NN=C2C)ccc1O (configuration not stated)
  -6	11
> Cc1ccc(C(=O)Nc2cccc3ncccc23)cc1[N+](=O)[O-]
  0	-27
> COc1ccccc1NC(=O)c1sc2nc(-c3ccco3)ccc2c1N
  3	23
> O=C(Nc1ccc([N+](=O)[O-])cc1)C1CC1(c1ccccc1)c1ccccc1 (configuration not stated)
  -22	-1
> CCOC(=O)C1CCN(C(=O)c2ccc3c(c2)C(=O)N(c2ccccc2C)C3=O)CC1
  -1	14
> Cc1[nH]c2ccccc2c1C(=O)CSc1nc2ccccc2c(=O)n1CCCN1CCOCC1
  8	30
> COc1cc(OC)c(/C=N/NC(=O)c2ccc(NC(C)=O)cc2)cc1Br
  16	-1
> COc1cccc2cc(/C(=N/O)c3ccc(Br)cc3)oc12
  -1	-2
> O=C(Nc1cccc(O)c1)c1cccc(S(=O)(=O)N2CCCC2)c1
  -4	-12
> COc1cccc(CNC(=O)CCC2CCCN(C(=O)c3cc4ccccc4o3)C2)c1 (configuration not stated)
  -7	-1
> COCCCNC(=O)C1c2ccccc2Oc2ccccc21
  -11	10
> CCc1nc(C)cn1S(=O)(=O)c1cc([N+](=O)[O-])ccc1Cl
  -5	0
> Cn1nc(C(F)(F)F)c2cc(C(=O)NC3CC3)sc21
  4	-2
> CN(Cc1cccnc1)Cc1cn(C)nc1-c1ccc(Oc2ccccc2)cc1
  0	0
> Cc1cccc(C(C#N)c2nc3ccccc3nc2C(F)(F)F)c1 (configuration not stated)
  1	-19
> CC(=O)NNc1nc(-c2ccccc2)c2cc(Cl)ccc2n1
  -7	-5
> CC(=O)c1ccc(OCC(=O)OCC(=O)N(CC(C)C)c2c(N)n(Cc3ccccc3)c(=O)[nH]c2=O)cc1
  4	-10
> Cc1c(C=NNc2ccccc2)[nH]c(=O)[nH]c1=O
  0	25
> Nc1ccccc1C=C1Cc2ccccc2C1=O
  13	-4
> Brc1ccc2cccnc2c1
  3	-11
> C/C(=N\OC(=O)c1ccc(Cl)c(Cl)c1)c1sc(C)nc1C
  5	-1
> COc1cc(/C=N/n2nnnc2N)cc(Cl)c1OC
  2	12
> O=C(NCc1cccnc1)c1nc(-c2cccs2)no1
  17	-15
> COc1cccc(CC(=O)NC2CCCN(Cc3ccccc3F)C2)c1 (configuration not stated)
  -4	3
> OC1CCN(Cc2cccc3ccccc23)CC1
  -1	4
> Cc1ccc(NC(=O)CCn2c(=S)oc3ccccc32)cc1
  -4	12
> COc1ccc(N(CC(=O)NCc2ccccc2OC)S(=O)(=O)c2ccc(C)cc2)cc1Cl
  0	-8
> CC(C)N1CCN(Cc2cc(F)ccc2-n2cccn2)CC1CCO (configuration not stated)
  8	-14
> CC(=O)Nc1ccc(NC(=O)CC2Nc3cccc4cccc(c34)NC2=O)cc1 (configuration not stated)
  4	-10
> Cc1nnsc1Sc1cccc(C(F)(F)F)c1
  10	-18
> C#CCNc1ccc([N+](=O)[O-])cc1
  -6	-6

Only part of the results is shown (hit frequency here may not be typical).
